Assay outcomes as filed in PubChem.
FXIIa inh 1536 – blocks human coagulation factor XIIa protease activity. AID 800. 220,000 compounds, 0.3% hits. purified FXIIa, Boc-QGR-AMC fluorogenic substrate, 2 h. P00748. inhibition, % at 5 µM; in the data active = inhibition above about 40%;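 also: 0% = enzyme with no compound and 100% = blank without enzyme; many of its hits are not listed in these tables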
Target sequence (P00748 20-372 limits assumed): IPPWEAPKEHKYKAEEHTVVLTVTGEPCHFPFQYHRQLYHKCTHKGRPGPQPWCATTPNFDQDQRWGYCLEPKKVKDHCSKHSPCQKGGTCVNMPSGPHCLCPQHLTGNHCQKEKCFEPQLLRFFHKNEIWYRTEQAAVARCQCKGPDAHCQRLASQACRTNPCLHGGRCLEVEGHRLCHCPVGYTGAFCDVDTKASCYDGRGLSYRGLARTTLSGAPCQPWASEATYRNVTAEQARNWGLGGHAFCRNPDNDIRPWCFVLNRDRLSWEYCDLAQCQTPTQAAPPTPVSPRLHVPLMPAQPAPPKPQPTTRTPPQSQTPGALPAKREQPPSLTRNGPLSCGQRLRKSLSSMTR
Target sequence (P00748 373-615 limits assumed): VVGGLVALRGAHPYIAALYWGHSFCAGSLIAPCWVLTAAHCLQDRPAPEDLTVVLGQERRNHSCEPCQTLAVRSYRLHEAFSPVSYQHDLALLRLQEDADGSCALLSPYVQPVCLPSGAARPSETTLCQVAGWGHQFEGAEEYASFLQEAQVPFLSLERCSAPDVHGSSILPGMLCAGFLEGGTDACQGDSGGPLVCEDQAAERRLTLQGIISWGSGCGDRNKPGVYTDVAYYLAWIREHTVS
Wee1 degr inh – human Wee1 degradation inhibition, primary screen. reporter increase, % at 5 µM. P30291. 220,000 compounds, 1.2% hits. AID 1321. HeLa Luc-Wee1K328M stability, luciferase luminescence; 100% = proteasome inhibitor MG132 effect;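 active = activation above the mean of all tested compounds plus 3 SD, set per screening run, cut at about 8.8% in these data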;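 also: cells exposed to compound for 20 h before luminescence read; 0% = DMSO alone and 100% = MG132 at 30 µM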
TNF necrop inh – blocks TNF-alpha induced death of Jurkat FADD-/- cells | activation (protection from cell death), % at 10 µM | 220,000 compounds, 0.068% hits | Jurkat FADD-/- TNF necroptosis rescue, ATP luminescence, 24 h; 0 = TNF only, 100 = no-TNF cells;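 active = activation, meaning protection from cell death, of at least 50% relative to plate controls; inactive = activation below 50%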;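 also: necroptosis triggered by 40 ng/mL TNF-alpha added together with compound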
CHOP inhibitor – blocks CHOP induction under ER stress; CHO-K1 CHOP-promoter luciferase, tunicamycin-induced, 15-18 h; inhibition, % at 10 µM; 220,000 compounds, 3.8% hits; AID 2732;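 active = compounds that reduced the stress-induced luciferase reporter signal by more than about 70% of percent inhibition, limit read from the data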;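 also: 0% = tunicamycin plus vehicle and 100% = wells without tunicamycin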
Tb hexokinase – blocks Trypanosoma brucei hexokinase 1 activity | recombinant TbHK1, G6PDH-coupled NADH A340 | inhibition, % at 10 µM | 220,000 compounds, 0.11% hits | AID 1430;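 active = inhibition of 50% or more in the single-dose primary screen; inactive = inhibition below 50%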
PPC-1+TRAIL kill – kills PPC-1 cancer cells in the presence of TRAIL. PPC-1 cells + TRAIL, ATPLite viability luminescence. cell killing (% activity), % at 4 µM. 220,000 compounds, 0.41% hits. AID 1443;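 active = cell killing above 50% in the first pass at 4 µM, then a duplicate retest at 5 µM averaging 50% or more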;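 also: plate controls were cells with TRAIL plus DMSO for no effect and medium-only wells lacking cells for full effect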
zVAD death inh – L929 zVAD cell death inhibition; L929 zVAD necroptosis rescue, ATP luminescence, 24 h; with zVAD 60 µM; viability rescue, % at 10 µM; 220,000 compounds, 0.38% hits; AID 1377;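 active = activation, scaled between plate controls, above about 75%, limit read from the data; inactive = activation under that limit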;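 also: 0% = zVAD with DMSO and 100% = DMSO alone without zVAD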
EP2 antag – inhibitors of human EP2 prostaglandin E2 receptor. C6 glioma cells expressing human EP2, cAMP TR-FRET; cells stimulated with saturating PGE2. inhibition, % at 25 µM. 260,000 compounds, 0.52% hits. AID 1422;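 active = percent inhibition above 40 after rounding to a whole number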;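 also: rat C6 glioma host cells with rolipram phosphodiesterase inhibitor present; the protocol text gives 20 µM as final concentration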
Target sequence (P43116 whole entry, looked up): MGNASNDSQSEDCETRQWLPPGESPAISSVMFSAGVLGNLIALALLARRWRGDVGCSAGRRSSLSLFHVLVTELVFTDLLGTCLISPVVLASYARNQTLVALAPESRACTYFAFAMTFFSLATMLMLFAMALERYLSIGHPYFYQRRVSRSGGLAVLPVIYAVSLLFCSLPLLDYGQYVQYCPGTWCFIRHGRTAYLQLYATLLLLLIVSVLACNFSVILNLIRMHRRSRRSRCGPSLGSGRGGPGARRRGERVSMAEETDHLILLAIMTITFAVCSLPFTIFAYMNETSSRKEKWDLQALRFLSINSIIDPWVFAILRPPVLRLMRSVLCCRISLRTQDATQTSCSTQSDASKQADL
FXIa inh 1536 – factor XIa (human) inhibition; 220,000 compounds, 0.14% hits; purified FXIa, Boc-Glu-Ala-Arg-AMC fluorogenic substrate; inhibition, % at 5 µM;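 active = inhibition of at least 40%; inactive = inhibition below 40%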;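 also: fluorescence of freed AMC excited at 355 nm; 0% = enzyme without compound and 100% = no enzyme blank; many of its hits are not listed in these tables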
Starred values were filed as active, the others as inactive; . = not tested or not shown; & = joins results of further samples. A portion of the library; count on the stated rates, not on these rows.

SMILES	FXIIa inh 1536	Wee1 degr inh	TNF necrop inh	CHOP inhibitor	Tb hexokinase	PPC-1+TRAIL kill	zVAD death inh	EP2 antag	FXIa inh 1536
COc1ccc(CCNC(=O)COC(=O)c2cnc(C)cn2)cc1OC	20	2	-0.2	8	5	22	0.7	0	19
COC(=O)c1ccccc1NC(=O)CSCC(=O)Nc1ccc(F)cc1	18	-3	-2.0	24	-1	24	-0.4	1	4
COC(=O)CNC(=O)COC(=O)c1cc(SC)ccc1Cl	13	1	0.4	7	-4	13	4.4	4	-8
CC(=O)c1cc(F)c(N2CCN(C(=O)COc3ccc(F)cc3)CC2)cc1C	17	-1	-1.7	32	-4	-11	-0.3	18	10
CCC(=O)NC(Nc1cc(C)ccn1)(C(F)(F)F)C(F)(F)F	-2	-2	-0.9	4	4	14	0.0	-5	-3
CCOc1ncccc1C(=O)N1CCN(c2cc(Cl)ccc2C)CC1	7	-1	-11	14	-11	10	-1.7	1	1
O=C1CC(N(C(=O)c2ccco2)c2ccc(F)cc2)C(=O)N1c1ccc(F)cc1 (stereo unspecified)	4	-2	-0.2	30	1	19	0.5	7	-4
CCN(CC)c1ccc(NC(=S)NCC2CCCO2)cc1 (stereo unspecified)	0	-1	-2.4	21	-1	2	0.5	3	-2
Cc1ccccc1CNC1CCCCC1	5	-2	0.9	8	0	7	0.4	11	1
Cc1[nH]c2ccccc2c1SCC(=O)NNC(=O)Nc1ccc(OC(F)(F)F)cc1	2	-1	-0.4	29	-1	8	0.6	25	-1
O=C(CSc1ccc(-c2cccs2)nn1)c1cccs1	10	-1	-0.1	-6	-10	27	2.0	9	-1
c1cc2c(cc1C1=Nn3c(nnc3C3CCCCC3)SC1)OCO2	19	-2	-8.6	-7	-20	11	-1.4	8	2
CC(C)C(c1nnnn1Cc1ccco1)N1CCN(C2CCCC2)CC1 (stereo unspecified)	16	-1	0.7	5	4	14	0.5	10	3
COc1ccc(-c2cc(C(F)(F)F)c(C#N)c(SCC(=O)O)n2)cc1	10	-4	0.4	0	-14	0	-0.2	7	2
N#C/C(=C(/O)CSc1ccccc1C(=O)O)c1nc2ccccc2s1	-2	2	-0.5	-14	-16	-15	0.4	13	-12
Cc1cc(-c2[nH]nc3c2C(c2ccsc2)C(C#N)=C(N)O3)c(C)s1 (stereo unspecified)	0	-1	-1.3	18	2	11	-0.3	14	-6
CNC(=O)c1ccccc1NC(=O)c1ccco1	18	0	-2.1	7	4	20	-0.1	6&4	6
CCOC(=O)c1cc(C#N)c(N2CCN(c3ccc(OC)cc3)CC2)[nH]c1=O	8	-2	-0.1	47	-20	7	3.2	7	-1
Cc1cccc(N2CCN(C(=O)c3cccc(N4C(=O)C5CC=CC(C)C5C4=O)c3)CC2)c1C (stereo unspecified)	-7	0	-5.8	70	-4	-4	-1.3	8	-7
Cn1c(CNC(=O)c2ccccc2)nnc1SCC(=O)Nc1nccs1	8	2	-0.1	16	2	21	0.6	3	-2
O=C(CCN1C(=O)C2C3C=CC(C3)C2C1=O)NCCc1ccccc1Cl (stereo unspecified)	-14	-1	-1.2	-4	-2	18	2.1	8	-20
C/C(=N/NC(=O)CN1CCN(S(=O)(=O)c2ccc(Br)cc2)CC1)c1ccncc1	6	0	-0.5	11	-8	12	-0.5	12	0
O=C(NC1CCCCC1)c1ccccc1-c1ccccc1	5	-2	-0.6	5	-9	13	-1.0	6	0
CCn1c(=NC(=O)c2ccc(S(=O)(=O)N(C)C)cc2)sc2cccc(OC)c21	6	0	-1.6	52	-8	7	74	12	-3
CCC(C)C(NC(=O)OC(C)(C)C)C(=O)NC(Cc1ccccc1)C(=O)OC (stereo unspecified)	11	0	-1.7	-32	-4	1	1.0	11	12

(list continues)
SMILES	FXIIa inh 1536	Wee1 degr inh	TNF necrop inh	CHOP inhibitor	Tb hexokinase	PPC-1+TRAIL kill	zVAD death inh	EP2 antag	FXIa inh 1536
CCN(CC)c1ccc(/C=C(\C#N)C(=O)c2ccc(Br)cc2)cc1	7	1	0.6	-1	7	-1	1.2	5	8
COc1ccc(-c2nc(NC3=NCCCCC3)sc2C)cc1	8	0	0.6	25	-15	29	-0.7	6	0
COC(=O)c1ncccc1SC	10	-2	0.1	-20	7	31	0.1	10	8
CCN1CCN(c2cc(C)c3cc(NC(=S)N4CC(C)CC(C)C4)ccc3n2)CC1 (stereo unspecified)	5	-1	11	5	-6	6	0.0	7	-4
CN(C)CCNC(=O)c1c(O)c2c([nH]c1=O)CCCC2	-1	0	-1.2	14	2	25	0.5	-5	2
Cc1ccc(-n2c(C)cc(C(=O)CN3CCOCC3)c2C)cc1C	10	0	-1.7	3	0	-11	-0.4	9	4
CC/C(=C/c1sc2ccc(C)cc2[n+]1CCO)SC	6	3	-13	0	-16	3	2.2	14&17	-5
NS(=O)(=O)c1ccc(CCNc2nc(CN3CCOCC3)nc3sc4c(c23)CCC4)cc1	.	-1	1.6	.	-9	3	1.8	8	.
Cc1ccc(S(=O)(=O)CC(=O)N2CCCCCC2)cc1	9	-1	-0.8	-11	-3	9	0.1	17	2
O=C(CSc1ccc2ccccc2n1)Nc1ccc(N2CCOCC2)cc1	14	-2	0.8	15	-3	6	0.0	6	6
O=C(CCN1CCOCC1)NNC(=S)NC(=O)c1ccccc1	4	0	-0.5	8	1	18	0.4	6	-2
CCOC(=O)c1sc(NC(=O)C(OC(C)=O)c2ccccc2)nc1C (stereo unspecified)	-3	8	6.8	47	20	29	16	10	-6
O=C(CNS(=O)(=O)c1ccccc1F)Nc1ccc(N2CCOCC2)cc1	2	2	1.1	-35	-3	22	-0.2	11	-2
CN(C)CCN(C(=O)c1ccc(Br)s1)c1nc2cc3c(cc2s1)OCCO3	5	2	0.4	34	-1	4	17	14	-4
C=C1CCN([C@H](C(=O)NCc2cc(OC)c(OC)c(OC)c2)C(C)C)S(=O)(=O)c2ccccc21	4	.	0.1	-3	-3	-2	0.3	5	-1
C=CCn1c(=O)[nH]c2cc(C(=O)N3CCN(c4ccc(C(C)=O)cc4)CC3)ccc2c1=O	-1	-1	-8.3	13	-53	7	-0.2	.	-3
COC(=O)c1ccccc1NC(=O)c1cc(-c2ccc(C)cc2)on1	15	5	1.3	-3	-4	0	0.4	6	3
Cc1ccc(NC(=O)C(OC(=O)c2ccccc2Cl)c2ccccc2)cc1Cl (stereo unspecified)	5	1	3.3	11	5	-2	1.8	6	1
CCCCC(C(=O)O)C(C)CC(=O)Nc1nncs1 (stereo unspecified)	5	0	0.8	0	-1	-2	0.8	6	1
Cc1ccn(CC(=O)N2CCCC(C(=O)c3cccc4ccccc34)C2)n1 (stereo unspecified)	6	5	1.3	16	-18	-7	-0.4	0	-2
CCS(=O)(=O)N1CCN(c2ccc(C(=O)NC34CC5CC(CC(C5)C3)C4)cc2[N+](=O)[O-])CC1	9	1	-0.7	11	-8	-5	0.2	9	7
O=C(N1CCOCC1)N1CCC(n2nnc3ccccc32)CC1	-5	1	1.3	12	-2	10	2.6	5&11	-8
Cc1ccc(N(CC(=O)Nc2ccccc2-c2ccccc2)S(=O)(=O)c2ccccc2)c(C)c1	9	-1	3.3	47	-1	26	.	8	5
CC(C)(C)c1cc(CCC(=O)NNC(=S)NC(=O)c2ccccc2)cc(C(C)(C)C)c1O	17	2	-4.6	109*	-15	27	1.8	25	10
CC(=O)Nc1ccc(N2C(=O)CC(N3CCN(Cc4ccc5c(c4)OCO5)CC3)C2=O)cc1 (stereo unspecified)	10	2	1.0	3	5	34	-0.5	18	-1

Entries of single compounds, quoted from the list. Order of values: FXIIa inh 1536 | Wee1 degr inh | TNF necrop inh | CHOP inhibitor | Tb hexokinase | PPC-1+TRAIL kill | zVAD death inh | EP2 antag | FXIa inh 1536
`Cc1ccc(-n2c(C)cc(C(=O)CN3CCOCC3)c2C)cc1C` as listed: 10 | 0 | -1.7 | 3 | 0 | -11 | -0.4 | 9 | 4
`Cc1ccc(N(CC(=O)Nc2ccccc2-c2ccccc2)S(=O)(=O)c2ccccc2)c(C)c1` as listed: 9 | -1 | 3.3 | 47 | -1 | 26 | . | 8 | 5
`CCN1CCN(c2cc(C)c3cc(NC(=S)N4CC(C)CC(C)C4)ccc3n2)CC1` (stereo unspecified) as listed: 5 | -1 | 11 | 5 | -6 | 6 | 0.0 | 7 | -4
`CCN(CC)c1ccc(/C=C(\C#N)C(=O)c2ccc(Br)cc2)cc1` as listed: 7 | 1 | 0.6 | -1 | 7 | -1 | 1.2 | 5 | 8

CHOP inhibitor, hit marks shown above
Molecule | FXIIa inh 1536 | Wee1 degr inh | CHOP inhibitor | Tb hexokinase | FXIa inh 1536
CC(C)(C)c1cc(CCC(=O)NNC(=S)NC(=O)c2ccccc2)cc(C(C)(C)C)c1O | 17 | 2 | 109* | -15 | 10

Following part
SMILES	FXIIa inh 1536	Wee1 degr inh	TNF necrop inh	CHOP inhibitor	Tb hexokinase	PPC-1+TRAIL kill	zVAD death inh	EP2 antag	FXIa inh 1536
CC(=O)NCCn1c(SCC(=O)NCC2CCCO2)nc2ccccc2c1=O (stereo unspecified)	-7	-3	-1.0	23	-4	15	0.6	3	-9
CCn1c(SCC(=O)NC2CCCCC2C)nnc1-c1ccc(OC)cc1 (stereo unspecified)	0	2	0.9	12	3	-3	1.0	6	-8
CCc1nnc(NC(=O)CSc2nnc(-c3ccccc3OC)n2-c2ccc(C)cc2)s1	3	1	-0.2	68	-6	10	-0.1	15	4
O=C(NCCc1ccccc1)C1CCN(S(=O)(=O)N2CCCCCC2)CC1	10	-3	1.8	2	6	5	0.2	1	2
CN1C(=O)CC(N2CCN(C(=O)CN3CCCC3)CC2)C1=O (stereo unspecified)	3	0	0.2	23	-5	6	3.6	8	-4

A different layout for part of the listing above:
molecule: CC(=O)NCCn1c(SCC(=O)NCC2CCCO2)nc2ccccc2c1=O (stereo unspecified)
- FXIIa inh 1536: -7
- Wee1 degr inh: -3
- TNF necrop inh: -1.0
- CHOP inhibitor: 23
- Tb hexokinase: -4
- PPC-1+TRAIL kill: 15
- zVAD death inh: 0.6
- EP2 antag: 3
- FXIa inh 1536: -9

molecule: O=C(NCCc1ccccc1)C1CCN(S(=O)(=O)N2CCCCCC2)CC1
- FXIIa inh 1536: 10
- Wee1 degr inh: -3
- TNF necrop inh: 1.8
- CHOP inhibitor: 2
- Tb hexokinase: 6
- PPC-1+TRAIL kill: 5
- zVAD death inh: 0.2
- EP2 antag: 1
- FXIa inh 1536: 2
